Assay outcomes deposited in PubChem BioAssay by Sanford-Burnham Center for Chemical Genomics.
Rat MKP-3 inhibitors – MKP-3 phosphatase inhibitors, primary screen, biochemical, rat enzyme, in vitro (AID 425); Dual specificity protein phosphatase 6 (Rattus norvegicus); recombinant MKP-3 phosphatase activity, fluorescence; higher % means a stronger effect; inhibition, % at 20 µM, or IC50 in µM where a hit was titrated; hit rate 0.17% among 110,000; in the data active = inhibition above about 50%;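 note: plate controls were vehicle for no effect and reference inhibitor for full effect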
Hsp70 displacement – Hsp70 inhibitors, probe displacement, primary screen, biochemical, fluorescence polarization (AID 583). Heat shock 70 kDa protein 1A (Homo sapiens). Hsp70 fluorescence polarization probe displacement, mP; higher % means a stronger effect. displacement, % at 20 µM, or IC50 in µM where a hit was titrated. hit rate 0.06% among 140,000; in the data active = displacement above about 50%;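 note: plate controls were vehicle for no effect and reference ligand for full effect; a part of the inactive calls stands beside numbers as strong as those of hits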
Active calls of the source: *; i = inactive; . = no result given; & = joins results of further samples.

1	COc1cc(/C=N/n2cnnc2)ccc1OC(=O)N(C)C
2	Cc1ccc(Cl)cc1-n1c(O)c(C=NCCCN2CCOCC2)c(=O)[nH]c1=O
3	O=c1c2ccccc2[nH]c(=S)n1-c1ccc(Cl)cc1
4	O=C1NC(=O)C(=Cc2ccc(O)c(O)c2)C(=O)N1
5	Nc1ccc(S(=O)(=O)N2CC3CC(C2)c2cccc(=O)n2C3)cc1 (stereo unspecified)
6	O=c1[nH]c2ccccc2c(=O)n1-c1cccc(Cl)c1
7	O=c1[nH]c(=O)n(Cc2ccc(F)cc2)c(O)c1C=NCC1CCCO1 (stereo unspecified)
8	CCCCCn1c(=O)c(C(=O)NCc2ccccn2)c(O)c2ccccc21
Screen / compound no.	1	2	3	4	5	6	7	8
Rat MKP-3 inhibitors	5%	-5%	0%	-1%	-7%	1%	1%	-7%
Hsp70 displacement	0.2%	-2.7%	-1.4%	7.2%	-0.1%	1.7%	-2.2%	4.5%

9	CCN(CC)CCOC(=O)c1cc2cc(COC)ccc2o1
10	N/C(=N\[N+](=O)[O-])N/N=C\c1ccc(-c2ccc(Cl)c([N+](=O)[O-])c2)o1
11	CCOC(=O)c1ccc(N2C(=O)CC(N3CCC(C#N)(c4ccccc4)CC3)C2=O)cc1 (stereo unspecified)
12	CCCCCCC(N)CC(=O)O (stereo unspecified)
13	Cc1cc(/C=C2/C(=O)NC(=O)N(C)C2=O)c(C)n1-c1ccccc1
14	CCC12CN3CC(CC)(CN(C1)C3c1cccnc1)C2=O (stereo unspecified)
15	C=C(C)CSc1nnc([C@@H](N)Cc2c[nH]c3ccccc23)o1
16	Cc1ccc(C(c2c(O)c3ccccc3oc2=O)c2c(O)c3ccccc3oc2=O)cc1
Screen / compound no.	9	10	11	12	13	14	15	16
Rat MKP-3 inhibitors	-6%	35%	-2%	-3%	5%	.	-7%	2%
Hsp70 displacement	-0.8%	14%	1.5%	4.2%	-2.3%	-4.0%	-1.9%	2.1%

17	Cc1cccc(C(=O)NC(Oc2ccccc2Cl)C(Cl)(Cl)Cl)c1 (stereo unspecified)
18	CN1/C(=C\C=C\C2=[N+](C)c3ccc4ccccc4c3C2(C)C)C(C)(C)c2ccccc21
19	CC(C)C12CN3CCN(CC(C3)/C1=N\O)C2
20	C#CCOCOCC#CCN(CC)CC
21	CCc1ccc(CNCCc2ccc(OC)c(OC)c2)cc1
22	Cc1cccc(-n2c(-c3ccco3)nc3ccccc3c2=O)n1
23	CCCCOCCCn1c(N)c(C(=O)OC(C)COC)c2nc3ccccc3nc21 (stereo unspecified)
24	O=C1CN(O)C(c2ccccc2Cl)=c2cc(Br)ccc2=N1
Screen / compound no.	17	18	19	20	21	22	23	24
Rat MKP-3 inhibitors	5%	.	0%	.	4%	-5%	3%	2%
Hsp70 displacement	4.0%	-41%	3.8%&3.6%	-0.9%	-5.5%	-2.4%	-4.5%	-3.0%

25	O=c1c2ccccc2nc(/C=C/c2ccccc2)n1-c1cccc([N+](=O)[O-])c1
26	CN1C(=O)C(=Cc2cccc(OCCOc3ccc([N+](=O)[O-])cc3)c2)C(=O)N(C)C1=O
27	CCC(=Nc1ccc2c(c1)CCC2)c1c(O)n(C2CCCCC2)c(=O)[nH]c1=O
28	CCOc1ccccc1C1SCC(=O)Nc2c1c(=O)[nH]n2C(CC)CC (stereo unspecified)
29	CCC(=NCCCn1ccnc1)c1c(O)n(Cc2ccccc2)c(=O)[nH]c1=O
30	Cc1ccc2c(c1)N(CCC(=O)N1CCC3(CC1)OCCO3)C(=O)CO2
31	Cc1oc(-c2ccccc2F)nc1CS(=O)CC(=O)N1CCC2(CC1)OCCO2 (stereo unspecified)
32	COc1ccc2c(c1)CC1(CN2C)C(=O)NC(=O)N(CCc2ccccc2)C1=O (stereo unspecified)
Screen / compound no.	25	26	27	28	29	30	31	32
Rat MKP-3 inhibitors	2%	4%	-9%	4%	.	1%	-12%	i
Hsp70 displacement	5.4%	1.8%	-5.5%	13%	-0.1%	0.6%	-1.1%	-5.3%

33	CC(C)NC(C)C(=O)C12CC3CC(CC(C3)C1)C2 (stereo unspecified)
34	O=P(C(=Nc1ccc(Cl)cc1)N1CCOCC1)(N1CCOCC1)N1CCOCC1
35	CN1C(=O)C(C2c3ccccc3C(=O)N2Cc2ccccc2)C(=O)N(C)C1=O (stereo unspecified)
36	Cc1ccc2c(c1)CC1(CN2C)C(=O)NC(=O)N(c2ccc(C)c(C)c2)C1=O (stereo unspecified)
37	CN=C(SCc1cc2c(cc1Cl)OCO2)c1c(O)n(C)c(=O)n(C)c1=O
38	O=C(CN1C(=O)CN=C(c2ccccc2)c2ccccc21)NCc1ccco1
39	O=C1NC(=O)N(c2cccc(Br)c2)C(=O)/C1=C/c1ccco1
40	CCCCn1c(O)c(C(C)=NCCCN(CC)CC)c(=O)[nH]c1=O
Screen / compound no.	33	34	35	36	37	38	39	40
Rat MKP-3 inhibitors	.	.	-12%	5%	-3%	-9%	98%*	3%
Hsp70 displacement	7.7%	-4.6%	-7.0%	3.1%	-0.2%	2.2%	99%*	0.4%

Looked up one by one from the entries so far:
36	Cc1ccc2c(c1)CC1(CN2C)C(=O)NC(=O)N(c2ccc(C)c(C)c2)C1=O (stereo unspecified)
37	CN=C(SCc1cc2c(cc1Cl)OCO2)c1c(O)n(C)c(=O)n(C)c1=O
Screen / compound no.	36	37
Rat MKP-3 inhibitors	5%	-3%
Hsp70 displacement	3.1%	-0.2%

A different layout for 2 compounds above.
Each structure is followed by: Rat MKP-3 inhibitors, Hsp70 displacement
33: CC(C)NC(C)C(=O)C12CC3CC(CC(C3)C1)C2 (stereo unspecified)
 : ., 7.7%
34: O=P(C(=Nc1ccc(Cl)cc1)N1CCOCC1)(N1CCOCC1)N1CCOCC1
 : ., -4.6%

(continued)
41	C=CCN1C(=O)/C(=C\c2cccn2-c2cccc([N+](=O)[O-])c2)C(=O)NC1=S
42	Cc1ccc(-c2cc(C(F)F)n3ncc(C(=O)N4CCC5(CC4)OCCO5)c3n2)cc1
43	O=P(NS(=O)(=O)c1ccc(Cl)cc1)(Oc1ccccc1)Oc1ccccc1
44	CCCOc1ccccc1C1SCC(=O)Nc2c1c(=O)[nH]n2C(C)CCC (stereo unspecified)
45	C/C(=N/OC(=O)N(C)C)c1ncc(C(F)(F)F)cc1N1CCOCC1
46	C=CCn1c(O)c(C(C)=NCCCO)c(=O)[nH]c1=O
47	CCN1CCN(c2ncnc3ccc(Br)cc23)CC1
48	C=CP(=O)(O)c1ccccc1
Screen / compound no.	41	42	43	44	45	46	47	48
Rat MKP-3 inhibitors	95%*	.	.	2%	.	-3%	3%	-4%
Hsp70 displacement	61%*	-3.5%	-8.1%	3.1%	-1.1%	4.4%	-0.1%	3.4%

49	C=CCn1c(O)c(C(C)=Nc2ccc(NC(C)=O)cc2)c(=O)[nH]c1=O
50	CCOc1ccc(N2C(=O)/C(=C/c3ccc(Br)o3)C(=O)NC2=S)cc1
51	CC1(c2ccccc2)NCCN2C(=O)CSC21 (stereo unspecified)
52	CC(=NCCO)c1c(O)n(C2CCCCC2)c(=O)[nH]c1=O
53	CC(=NCCO)c1c(O)n(C)c(=O)n(C)c1=O
54	O=C1CN=C(c2ccccc2)c2oc3ccc(Br)cc3c2N1
55	COc1ccc(Br)cc1CN1CCNCC1
56	O=c1c2ccccc2nc(/C=C/c2ccc([N+](=O)[O-])cc2)n1-c1cccc(O)c1
Screen / compound no.	49	50	51	52	53	54	55	56
Rat MKP-3 inhibitors	-10%	104%*	0%	-18%	0%	-3%	1%	3%
Hsp70 displacement	0.5%	84%*	-1.8%	1.0%	2.7%	-1.9%	3.2%	-0.5%

57	CCCCCCN=C(C)c1c(O)n(Cc2ccccc2)c(=O)[nH]c1=O
58	O=C(COc1ccc2ccccc2c1)N1CCN(Cc2ccc3c(c2)OCO3)CC1
59	NC(=O)C1(N2CCCCC2)CCN(Cc2ccccc2)CC1
60	O=C(CCC(=O)N1CCC2(CC1)OCCO2)Nc1nnc(C(F)(F)F)s1
61	C=CCn1c(O)c(C(C)=NCCCN2CCOCC2)c(=O)[nH]c1=O
62	CC1(C)C(C(=O)NCc2ccco2)C1(C)C
63	C=CCN1C(=O)/C(=C\C=C\c2ccco2)C(=O)NC1=S
64	O=P(C(c1ccc2c(c1)OCO2)N1CCOCC1)(N1CCOCC1)N1CCOCC1 (stereo unspecified)
Screen / compound no.	57	58	59	60	61	62	63	64
Rat MKP-3 inhibitors	.	5%	-5%	-2%	.	-3%&3%	84%*	6%
Hsp70 displacement	7.8%	-5.2%	3.9%	4.4%	-1.0%	-0.4%&0.4%	15%	-1.9%

65	COc1ccccc1-n1c(-c2cccs2)nc2ccccc2c1=O
66	Clc1ccc2c(c1)C(c1ccccc1Cl)=NCc1nncn1-2
67	CC(C)NC(=O)Cn1cc(C(=O)c2ccccc2F)c2ccccc21
68	CC1(C)Cc2c(sc3c2C(=O)NC(c2cccnc2)N3)CO1 (stereo unspecified)
69	COc1ccc(OCC(=O)N2CCN(CC3CC4C=CC3C4)CC2)cc1 (stereo unspecified)
70	O=c1[nH]c(=O)n(C2CCCCCC2)c(O)c1C=NC1CCN(Cc2ccccc2)CC1
71	Nc1ccc(Oc2ccc(N)cc2)cc1
72	CCC(=Nc1cc(OC)ccc1OC)c1c(O)[nH]c(=O)[nH]c1=O
Screen / compound no.	65	66	67	68	69	70	71	72
Rat MKP-3 inhibitors	3%	.	.	-11%	-3%	-5%	1%	.
Hsp70 displacement	0.1%	-0.4%	-2.0%	.	1.2%	-3.2%	-4.1%	8.1%

73	O=C(c1ccccc1)c1cn(CC(=O)N2CCCC2)c2ccccc12
74	CCCCCCN=C(C)c1c(O)n(CCCC)c(=O)[nH]c1=O
75	CCC(=NCCCN(CC)CC)c1c(O)n(C2CCCCC2)c(=O)[nH]c1=O
76	Cc1cc(C)n(CCOC(=O)C2C(C=C(Cl)Cl)C2(C)C)n1 (stereo unspecified)
77	Cc1ccc(CN2CCN(CC(=O)N3CCC4(CC3)OCCO4)C2=O)cc1
78	CCCCSc1nc2ccccc2c(=O)n1-c1cccc(C)c1
79	CC12CC(c3ccccc3O1)C(C(=O)OCc1ccccc1)C(=O)N2 (stereo unspecified)
80	O=C(Nc1cccc(Cl)c1)c1c(O)c2c(n(Cc3ccco3)c1=O)CCCC2
Screen / compound no.	73	74	75	76	77	78	79	80
Rat MKP-3 inhibitors	-3%	-2%	0%	-9%	2%	-4%	.	-6%
Hsp70 displacement	8.7%	-0.1%	1.7%	3.4%	.	-0.8%	-1.1%	-4.4%

Full records as entered above. Order of screens: Rat MKP-3 inhibitors | Hsp70 displacement
`Cc1ccc(CN2CCN(CC(=O)N3CCC4(CC3)OCCO4)C2=O)cc1` across the screens: 2% | .
`Cc1cc(C)n(CCOC(=O)C2C(C=C(Cl)Cl)C2(C)C)n1` (stereo unspecified) across the screens: -9% | 3.4%
`CCCCSc1nc2ccccc2c(=O)n1-c1cccc(C)c1` across the screens: -4% | -0.8%
`CCCCCCN=C(C)c1c(O)n(CCCC)c(=O)[nH]c1=O` across the screens: -2% | -0.1%
`O=C(c1ccccc1)c1cn(CC(=O)N2CCCC2)c2ccccc12` across the screens: -3% | 8.7%

Additional compounds:
81	CC(C)NS(=O)(=O)c1ccc(OCC(=O)N2CCN(Cc3ccccc3)CC2)c(Cl)c1
82	COc1cccc(-n2c(/C=C/c3ccc(O)c(O)c3)nc3ccccc3c2=O)c1
83	CN(C)C(=O)Oc1ccc([N+](=O)[O-])cc1
84	CSc1ccc(C(=O)C(C)(C)N2CCOCC2)cc1
85	C=CCn1c(O)c(C(CC)=NCCc2ccccc2)c(=O)[nH]c1=O
86	Cc1nc2ccccc2n1C1CCN(Cc2nnnn2CCc2ccccc2)CC1
87	O=c1c2ccccc2nc(CN2CCOCC2)n1-c1ccccc1F
88	CCCCCCn1c(O)c(C=NC2CCCCC2N)c(=O)[nH]c1=O (stereo unspecified)
Screen / compound no.	81	82	83	84	85	86	87	88
Rat MKP-3 inhibitors	-1%	6%	-1%	3%	.	-8%	-11%	-7%
Hsp70 displacement	-3.0%	-0.4%	-5.6%	-2.0%	3.1%	1.4%	2.7%	-8.0%

Values in list order from the entries so far:
Nos. 82–88 in Rat MKP-3 inhibitors: 6%, -1%, 3%, ., -8%, -11%, -7%

Carrying on:
89	O=C1CC(C(=O)N2CCC3(CC2)OCCO3)CN1CCc1ccccc1 (stereo unspecified)
90	CCc1ccccc1N1C(=O)NC(=O)/C(=C\c2cc(C)n(C)c2C)C1=O
91	Clc1ccc(N2CCN(Cc3ccccc3Cl)CC2)cc1
92	CN1CCN(c2ccc(N)cc2)CC1
93	CCCn1nc2ccccc2c1P(=O)(N1CCOCC1)N1CCOCC1
94	CCn1c(=O)n(CC(=O)N2CCC3(CC2)OCCO3)c(=O)c2ccccc21
95	CN1CCN(c2ccc([N+](=O)[O-])c(N3CCCCC3)c2)CC1
96	O=c1c2ccccc2nc(/C=C/c2ccc(O)c(O)c2)n1-c1ccccc1
97	CC1(C)NCCN2C(=O)CSC21 (stereo unspecified)
Screen / compound no.	89	90	91	92	93	94	95	96	97
Rat MKP-3 inhibitors	-5%	-1%	.	.	-3%	.	3%	3%	0%
Hsp70 displacement	-2.5%	6.1%	-7.0%	-0.1%	-0.7%	4.6%	1.4%	1.5%	0.2%

Only part of the results is shown, so the mix of outcomes need not match the whole.
